Compound activity (PubChem)
Pf growth 48h – inhibits P. falciparum growth in the first generation, 48 h. 310,000 compounds, 5.9% hits. Potency, µM (highest dose often 28.7 µM), without a hit: top-dose activity change, negative = inhibition, most hits filed as inhibitors. P. falciparum luciferase growth in erythrocytes, 48 h. AID 504832; further: potency means the concentration at half of the fitted maximal effect; on the % scale 0 is the no-effect control and ±100 the full control effect
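Erythrocytes infected with P. falciparum carrying an integrated firefly luciferase reporter (2% hematocrit, 0.1% parasitemia final) were exposed to compounds in RPMI 1640 with 0.5% Albumax at 37 C, 5% CO2. Growth inhibition was scored as reduced luminescence.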
Sm TGR inh – S. mansoni TGR enzyme inhibition. Potency, µM (titrated, usually from 114 µM), without a hit: at the highest dose activity change, negative = inhibition, actives largely listed as inhibitors. Q962Y6. purified TGR, DTNB reduction, TNB absorbance 405 nm. 360,000 compounds, 3% hits. AID 485364; further: potency means the concentration at half of the fitted maximal effect; on the % scale 0 is the no-effect control and ±100 the full control effect; nearly all actives have a fitted effect of over 60% in size
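Kinetic colorimetric format: TGR-catalysed, NADPH-driven DTNB reduction monitored via TNB absorbance. Enzyme dispensed at 20 nM; compound exposure 15 min at room temperature before reaction start.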
Pf growth 96h – P. falciparum growth inhibition at 96 hours; AID 504834; 320,000 compounds, 6.9% hits; P. falciparum luciferase reporter growth, 96 h; Potency, µM (titrated, usually from 28.7 µM), inactives show at the top dose activity change, negative = inhibition, most hits filed as inhibitors; further: potency means the concentration at half of the fitted maximal effect; on the % scale 0 is the no-effect control and ±100 the full control effect
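Delayed-death screen, second-generation endpoint: infected erythrocytes, 2% hematocrit, 0.05% parasitemia final; 96 hours at 37 C, 5% CO2; luciferase detection reagent; luminescence decrease equals reduced growth.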
CHX counter – counter-screen hit for Shiga toxin inhibitors, cycloheximide. cell reporter, cycloheximide protein synthesis inhibition counterscreen. max response, %. 300,000 compounds, 12% hits. AID 2314; in the data active means max response mostly above about 13%, no sharp cut-off; inactive means mostly below about 14%; further: read at 38.3 µM for the half of the compounds with a filed dose; 0% is about no effect
Giardia FBPA inh – Giardia lamblia aldolase inhibition. A8B2U2. purified Giardia FBPA. Potency, µM (series often up to 59.6 µM), without a hit: at the highest dose activity, negative = inhibition, most hits filed as inhibitors. 290,000 compounds, 0.71% hits; further: potency means the concentration at half of the fitted maximal effect; on the % scale 0 is the no-effect control and ±100 the full control effect; nearly all actives have a fitted effect of over 55% in size
Target sequence (A8B2U2 whole entry, looked up): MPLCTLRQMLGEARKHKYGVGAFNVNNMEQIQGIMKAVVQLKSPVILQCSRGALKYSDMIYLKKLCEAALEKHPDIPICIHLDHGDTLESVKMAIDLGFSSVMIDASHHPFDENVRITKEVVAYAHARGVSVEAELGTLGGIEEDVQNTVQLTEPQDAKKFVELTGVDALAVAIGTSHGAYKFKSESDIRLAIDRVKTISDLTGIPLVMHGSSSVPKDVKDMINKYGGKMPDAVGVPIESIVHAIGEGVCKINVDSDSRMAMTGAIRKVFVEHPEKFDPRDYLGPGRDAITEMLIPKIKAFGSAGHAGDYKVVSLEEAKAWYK
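Giardia FBPA (40 nM reagent) was preincubated 10 min at RT with compound (up to 57.5 uM final), then substrate plus GAPDH/TPI/NAD/arsenate coupling system with diaphorase/resazurin was added; resorufin fluorescence (525/598 nm) was read after 20 min.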
Shiga toxin inh – inhibitors of Shiga toxin in Vero cells | Vero cells, Shiga toxin protein synthesis inhibition reporter | inhibition, % at 38.7 µM | 290,000 compounds, 9.2% hits | AID 2315; in the data active means inhibition mostly above about 28%, no sharp cut-off; inactive means mostly below about 43%; further: 0% is about no effect
Active calls of the source: *; ? = inconclusive; . = no result given; [ ] = remark or other dose. Unless noted, the call rests on the fitted dose curve; in most records, active means well fitted curve in the direction sought with a large enough effect; inconclusive means small, poorly fitted or top-dose-only effect, or another doubt; inactive means no such curve, though single readings can be large; an effect the other way counts as inactive or inconclusive.

Values run as follows: Pf growth 48h	Sm TGR inh	Pf growth 96h	CHX counter	Giardia FBPA inh	Shiga toxin inh
[1] O=C1c2nc3cc(-c4ccco4)[nH]n3c(=O)c2CN1Cc1ccccc1
 : -17%	20µM*	-8%	-1	2%	-9
[2] O=C(Cn1nc(-c2ccccc2F)ccc1=O)Nc1ccc(S(=O)(=O)N2CCCCCC2)cc1
 : -1%	0%	21%	-2	4%	-11
[3] COc1ccc(N2CCN(Cc3nc4scc(-c5ccccc5)c4c(=O)[nH]3)CC2)cc1
 : ?	-1%	1%	-4	-1%	3
[4] Cc1ccc(/C=[N+](\[O-])c2ccccc2C)o1
 : -9%	?	41%[activator]	1	-6%	10
[5] CC1CCc2c(sc3ncnc(SCC(=O)N4CCN(C(=O)c5ccco5)CC4)c23)C1 (configuration not stated)
 : ?	-6%	?	-3	-3%	2
[6] O=C(NCc1cccs1)C1CCN(S(=O)(=O)c2cccs2)CC1
 : ?	-7%	?	-1	3%	10
[7] CCC(C)C(NC(N)=O)C(=O)Nc1ccc(OCc2ccccc2)cc1 (configuration not stated)
 : 7%	1%	88%[activator]	22*	9%	26*
[8] Cc1cc(C)c2c(c1)N[C@H](c1cccs1)[C@@H]1CCO[C@H]21
 : 22%	5%	-1%	-4	1%	-11
[9] CCOc1ccc(-n2c(O)c(C=NCCCn3ccnc3)c(=O)[nH]c2=O)cc1
 : 4%	?	.	-5	1%	-5
[10] CS(=O)(=O)c1ccc(Cl)c(NC(=O)COc2ccc3c(c2)CCC3)c1
 : 13%	0%	-12%	.	.	.
[11] Cc1cccc(C2CC3(CC(C)(C)NC(=S)N3)Oc3cc(O)ccc32)c1 (configuration not stated)
 : ?	0%[57.1 µM]	-9%	-2	-2%	-25
[12] O=C(O)CC1S/C(=N/N=C/c2ccc([N+](=O)[O-])cc2)N(c2ccc(O)cc2)C1=O (configuration not stated)
 : 5%	.	20%	2	4%	-6
[13] COc1ccc(CC2(CO)CCN(C(C)COc3ccccc3)CC2)cc1 (configuration not stated)
 : -3%	8%	13%	2	8%	33
[14] O=C(/C=C/c1ccc(S(=O)(=O)N2CCOCC2)cc1)OCC(=O)c1ccc([N+](=O)[O-])cc1
 : 3%	-26%	64%[activator]	7	2%	1
[15] CCCC(NC(=O)C(C)NC(=O)CO/N=C1\C=C2CCC3C4CCC(C(C)=O)[C@@]4(C)CCC3[C@@]2(C)CC1)C(=O)O (some centres not stated)
 : 0%	?	7%	2	6%	1
[16] Cc1ccn2c(=O)nc(SCC(=O)NCc3ccc4c(c3)OCO4)nc2c1
 : 9%	6%	8%	.	.	.
[17] CCCN1C(=O)c2cccc3c(N4CCCCC4)ccc(c23)C1=O
 : -1%	6%	13µM*	-2	7%	-7
[18] Cc1ccc(CN2CCN(Cc3ccc(OC(C)C)cc3)CC2CCO)o1 (configuration not stated)
 : -14%	-23%	-24%	-2	0%	-14
[19] Cc1ccc(F)cc1NC(=O)CSCc1nc2sc(C)c(C)c2c(=O)[nH]1
 : 4%	-6%	37%[activator]	.	.	.
[20] COc1cc2cc(C(=O)O)n(C)c2c(OC)c1OC
 : 7%	8%	?	-2	8%	-7
[21] O=C(CN1CCN(c2ccccn2)CC1)Nc1ccc(Br)cc1
 : -4%[0.00184 µM]	-7%	24%	-5	5%	-10
[22] CC1(c2ccccc2)NC(=O)N(CC(=O)NCC2CCCO2)C1=O (configuration not stated)
 : -6%	?	1%	.	.	.
[23] CCOC(=O)c1nc2ccccc2c(=O)n1-c1ccc(C)cc1
 : ?	1%	.	-1	4%	-13
[24] O=C(CC1(CC2=NS(=O)(=O)c3ccccc3N2)CCCC1)NCCc1ccccc1
 : ?	-9%	0%	8.5*	3%	18
[25] COc1ccccc1-n1c(SCC(=O)Nc2ccc(Br)cc2)nc(O)cc1=O
 : -4%	4%	-3%	-2	11%	-27
[26] CCCc1ncc(C(O)c2ccc(OC)cc2)n1C (configuration not stated)
 : 12%	0%	19%	-1	-9%	5
[27] CC(C)(C)NC(=O)c1nn(Cc2ccccc2)c(=O)c2ccccc12
 : -5%	-2%	?	14	-1%	14
[28] CCN(CC(=O)Nc1ccc(OC)cc1)C(=O)c1ccccc1Sc1ccccc1C#N
 : ?	-12%	18%	.	.	.
[29] O=C(NCc1ccccc1F)C1CCN(C(=O)Nc2ccc(F)cc2)CC1
 : 16%	-7%	27%	1	0%	13
[30] O=c1[nH]nc(SCc2ccccc2)n1C1CC2C=CC1C2 (configuration not stated)
 : -8%	?	-8%	2	4%	18

Entries above containing a nitro group on carbon, in the order listed:
Values run as follows: Pf growth 48h	Sm TGR inh	Pf growth 96h	CHX counter	Giardia FBPA inh	Shiga toxin inh
[12] O=C(O)CC1S/C(=N/N=C/c2ccc([N+](=O)[O-])cc2)N(c2ccc(O)cc2)C1=O (configuration not stated)
 : 5%	.	20%	2	4%	-6
[14] O=C(/C=C/c1ccc(S(=O)(=O)N2CCOCC2)cc1)OCC(=O)c1ccc([N+](=O)[O-])cc1
 : 3%	-26%	64%[activator]	7	2%	1

The main list resumes, repeating the three entries before the break.
Values run as follows: Pf growth 48h	Sm TGR inh	Pf growth 96h	CHX counter	Giardia FBPA inh	Shiga toxin inh
[28] CCN(CC(=O)Nc1ccc(OC)cc1)C(=O)c1ccccc1Sc1ccccc1C#N
 : ?	-12%	18%	.	.	.
[29] O=C(NCc1ccccc1F)C1CCN(C(=O)Nc2ccc(F)cc2)CC1
 : 16%	-7%	27%	1	0%	13
[30] O=c1[nH]nc(SCc2ccccc2)n1C1CC2C=CC1C2 (configuration not stated)
 : -8%	?	-8%	2	4%	18
[31] O=C(NC(=S)N1CCOCC1)c1ccc(F)cc1
 : 6%	-6%	-3%	-3	.	-18
[32] CCOc1ccc(NC(=O)CN(C)C(=O)c2ccc(OCC3CCCO3)cc2)cc1OCC (configuration not stated)
 : -8%	7%	-1%	-4	.	-24
[33] Cc1ccc(C(=O)NCCn2cc(SCC(=O)Nc3cc(C)on3)c3ccccc32)cc1
 : .	-3%	?	17	-5%	6
[34] COc1ccc(CN2C(=O)CC(=O)NC2=O)cc1
 : 1%	?	4.1µM*	-10	11%	-15
[35] CCOCC(=O)Nc1ncc(S(=O)(=O)c2ccc([N+](=O)[O-])cc2)s1
 : -20%	-30%	30%	-5	12%	-4
[36] COC(=O)c1cc(S(=O)(=O)NCC(C)c2ccccc2)cn1C (configuration not stated)
 : 22%	-11%	?	-1	7%	-13
[37] O=C(NCC(c1ccco1)N1CCN(c2ccc(F)cc2)CC1)c1cccs1 (configuration not stated)
 : -9%	-16%	?	.	.	.
[38] O=C(CSCc1c(F)cccc1Cl)Nc1ccccc1C(=O)N1CCOCC1
 : 7%	3%	0%	1	4%	-6
[39] O=S1(=O)CCN2N=C(C34CC5CC(CC(C5)C3)C4)SC2=N1
 : -20%	3%	-24%	0	0%	-5
[40] Cn1cnc(S(=O)(=O)NC2CCN(Cc3ccccc3)CC2)c1
 : 33%[activator]	?	?	-2	6%	1
[41] CCOc1ccc(N(CC(=O)N2CCCCCC2)S(C)(=O)=O)cc1
 : 9%	4%	2%	-2	10%	-5
[42] CCOC(=O)c1sc(NC(=O)CN2C(=O)NC3(CC(C)CC(C)(C)C3)C2=O)cc1C (configuration not stated)
 : 2.6µM*	7%	3.7µM*	.	.	.
[43] O=C(CSc1nc2sc3c(c2c(=O)n1-c1ccccc1)CCCC3)N/N=C/c1ccccc1C(=O)O
 : 4%	1%	?	-7	0%	-7
[44] c1ccc(CCCN2CCOCC2)cc1
 : -3%	-2%	?	-4	?	-8
[45] Cc1ccc(CCC(=O)Nc2ccc(N(C)C)cc2)o1
 : 34%[activator]	-2%	58%[activator]	31*	17%	54*

Entries of single compounds as entered above. Screens in order: Pf growth 48h, Sm TGR inh, Pf growth 96h, CHX counter, Giardia FBPA inh, Shiga toxin inh
COc1ccc(CN2C(=O)CC(=O)NC2=O)cc1 across the screens: 1%, ?, 4.1µM*, -10, 11%, -15
CCOCC(=O)Nc1ncc(S(=O)(=O)c2ccc([N+](=O)[O-])cc2)s1 across the screens: -20%, -30%, 30%, -5, 12%, -4
O=S1(=O)CCN2N=C(C34CC5CC(CC(C5)C3)C4)SC2=N1 across the screens: -20%, 3%, -24%, 0, 0%, -5
c1ccc(CCCN2CCOCC2)cc1 across the screens: -3%, -2%, ?, -4, ?, -8
O=C(NC(=S)N1CCOCC1)c1ccc(F)cc1 across the screens: 6%, -6%, -3%, -3, ., -18

(cont.)
Values run as follows: Pf growth 48h	Sm TGR inh	Pf growth 96h	CHX counter	Giardia FBPA inh	Shiga toxin inh
[46] NS(=O)(=O)c1ccc(CCNC(=O)CSc2ccc(Cl)cc2)cc1
 : 4%	-7%	?	-3	1%	-13
[47] COc1ccc(S(=O)(=O)N2CCCC2CNC(=O)C(=O)Nc2ccc(C)cc2)cc1 (configuration not stated)
 : 3%	-3%	?	.	.	.
[48] Cc1cccc(NC(=S)N2CCCCC2)c1
 : 17%	-5%	38%[activator]	-1	-5%	8
[49] CC(C)(CCl)C(=O)Nc1ccc(C(F)(F)F)cc1
 : -9%	-18%	-5%	28*	-8%	26
[50] Cc1noc(COc2ccccc2OCC(N)=O)c1Cl
 : 15%	27%	-11%	-3	7%	18
[51] CCNC(=O)c1ccc(OCC(=O)Nc2ccc(F)cc2)c(OC)c1
 : -10%	-1%	-7%	13	4%	4
[52] COCCNC(=S)N(Cc1cccnc1)Cc1ccc(OC)c(OC)c1
 : -3%	-10%	-15%	-3	-1%	-6
[53] COCCCNC(=O)c1ccc(Cn2c(=O)[nH]c3ccccc3c2=O)cc1
 : 33%[activator]	-18%	-19%	-4	2%	-9
[54] Nc1ncc(Br)cc1S(=O)(=O)NC1CCCCC1
 : -24%	-3%	-28%	-1	1%	-5
[55] CCN(CC)S(=O)(=O)N1CCC(C(=O)NCCC2=CCCCC2)CC1
 : -5%	1%	54%[activator]	14	5%	11
[56] CN1C(=O)N(CC(=O)N2CCN(S(=O)(=O)/C=C/c3ccccc3)CC2)C(=O)C12CCCCC2
 : ?	-4%	-14%	.	.	.
[57] COc1cccc(/C=C2\C(=O)C(=O)c3ccccc32)c1
 : .	-26%	-5%	21*	-11%	77
[58] CC(=O)Nc1ccc(S(=O)(=O)N2CCCC2C(=O)Nc2ccc3c(c2)OCCO3)cc1 (configuration not stated)
 : -9%	-34%	0%	-1	11%	-3
[59] O=C(CCNC(=O)c1ccccc1Cl)Nc1nnc(C2CC2)s1
 : -14%	-23%	-29%	-3	-1%	-12
[60] Cn1c(=O)cc(OCC(=O)NCCC2=CCCCC2)c2ccccc21
 : -18%	-18%	5%	19	-3%	-11
[61] O=C(CNS(=O)(=O)c1ccccc1)Nc1ccc(C(F)(F)F)cc1
 : .	-6%	-17%	5	2%	30
[62] CC(=O)Nc1ccc(Oc2ccccc2)cc1
 : ?	2%	?	-2	-8%	3
[63] O=C(O)c1[nH]nc2c1COc1ccccc1-2
 : 3%	5%	-22%	-2	7%	-1
